RAD54 inh – blocks human RAD54 Holliday junction branch migration; Q92698; FAM/BHQ fluorescence; inhibition, % at 10.4 µM; 0.14% of 360,000 active; AID 602329;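 active = mean normalized replicate activity at least 40 and at least half of replicates scoring 40 or more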;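 also: 0% = median of neutral control wells and 100% = median of positive control wells; inhibitors cause a drop in the FAM fluorescence signal; in these data hits start at about 50%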
Target sequence (Q92698 whole entry, looked up): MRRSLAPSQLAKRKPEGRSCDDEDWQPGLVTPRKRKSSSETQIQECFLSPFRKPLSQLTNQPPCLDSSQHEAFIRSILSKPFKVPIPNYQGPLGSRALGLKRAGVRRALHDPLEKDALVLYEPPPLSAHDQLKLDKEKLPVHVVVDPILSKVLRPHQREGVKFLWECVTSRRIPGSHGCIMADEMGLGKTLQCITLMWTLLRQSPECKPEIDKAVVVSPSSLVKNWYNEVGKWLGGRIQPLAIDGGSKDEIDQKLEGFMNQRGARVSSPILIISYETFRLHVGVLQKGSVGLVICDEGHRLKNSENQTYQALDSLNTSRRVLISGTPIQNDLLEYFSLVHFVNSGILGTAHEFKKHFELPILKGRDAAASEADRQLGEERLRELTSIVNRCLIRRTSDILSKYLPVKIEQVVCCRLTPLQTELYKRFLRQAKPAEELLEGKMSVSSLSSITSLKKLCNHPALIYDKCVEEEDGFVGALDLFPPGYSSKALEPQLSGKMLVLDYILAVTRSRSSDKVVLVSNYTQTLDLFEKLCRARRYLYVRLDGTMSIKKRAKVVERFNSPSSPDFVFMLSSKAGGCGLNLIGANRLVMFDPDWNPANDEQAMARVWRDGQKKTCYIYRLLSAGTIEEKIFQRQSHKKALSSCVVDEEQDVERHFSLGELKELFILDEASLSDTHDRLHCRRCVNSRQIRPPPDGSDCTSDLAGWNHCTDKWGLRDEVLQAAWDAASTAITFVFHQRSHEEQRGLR
esBAF inh – blocks esBAF chromatin remodeling in mouse ES cells | AID 602393 | reporter increase, % at 12.5 µM | 2% of 350,000 active | Bmi1-luciferase knock-in reporter, 24 h; 100% = twice the neutral-well signal; in the data active = activation above about 40%;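 also: 0% = median of the plate's neutral control wells and 100% = double that signal; a rise in the Bmi1 reporter signal indicates esBAF inhibition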
Numbers without * were called inactive. These rows are one share of the data (hit frequency here may not be typical).

Structure | RAD54 inh | esBAF inh
O=C(NCC1CCCO1)NC12CC3CC(CC(C3)C1)C2 (centres undefined) | 1 | 6
CNNC(=O)C(C)NC(=O)c1ccc(Br)cc1 (centres undefined) | 8 | 2
C=CCN1C(=O)c2ccccc2Sc2ccc(C(=O)N3CCN(C)CC3)cc21 | 4 | -6
Cc1c(NC(=O)c2ccccc2)c(=O)n(-c2ccccc2)n1C | 11 | 3
CCn1nnnc1SCC(=O)N1CCCc2ccccc21 | -12 | -3
CC(C)n1c(SCC(=O)Nc2nc3c(s2)CCCC3)nc2c1c(=O)n(C)c(=O)n2C | -7 | -38
Cc1ccc(NC(=O)/C(=C/c2ccco2)c2ccccc2)c(C)c1 | -17 | -3
COc1cc(CN2CCN(C(=O)CC(C)C)CC2)cc(OC)c1OC | 2 | 1
COc1ccc(NS(=O)(=O)c2ccc(NC(=O)C(C)(C(F)(F)F)C(F)(F)F)cc2)nn1 | -5 | -8
CC(=O)OC1COC(n2ccc3ccccc32)C(OC(C)=O)C1OC(C)=O (centres undefined) | 5 | 7
CCOC(=O)C1CCCN(C(=O)CN2C(=O)C(CC)Oc3ccc(C)cc32)C1 (centres undefined) | -7 | -3
Cc1ccc(CSc2nnc(-c3cccnc3)n2N)cc1 | 0 | 4

The results go on:
Structure | RAD54 inh | esBAF inh
CCn1c(SCC(=O)Nc2cc(C)on2)nc2c(c1=O)SC(C)C2 (centres undefined) | -16 | 0
Cc1nnc(Oc2ccccc2F)c2ccccc12 | 3 | 25
Cc1ccc(S(=O)(=O)N/N=C/c2cn(C)nc2C)cc1 | -8 | -12
CN(C1CCCCC1)S(=O)(=O)c1ccc(NC(=O)CCC(=O)O)cc1 | 2 | -9
O=C(c1cccs1)N1CCN(c2ccc(F)cc2)CC1 | -18 | 6
CN(C1CCCCC1)S(=O)(=O)c1ccc(NC(=O)C2CCCCC2)cc1 | -3 | 2
COc1cccc(C(=O)Nc2cnc(NC(=O)c3ccco3)cc2C)c1 | -7 | 22
FC(F)(F)c1cc(C(F)(F)F)c2ccc(N/N=C/c3ccccc3)nc2n1 | -1 | -6
N#Cc1c(-c2ccco2)cc(-c2ccc(F)cc2)nc1N | -9 | -7
O=C(/C=C/c1ccco1)Nc1ccc(Oc2ccc(Cl)cc2)cc1 | -8 | -5
COc1ccc(-c2cc(C(F)F)n3ncc(C(=O)NCC4CCCO4)c3n2)cc1 (centres undefined) | -10 | -3
CCOC(=O)CSc1nc2c(sc(=S)n2CCc2ccccc2)c(=O)n1Cc1ccco1 | 0 | -9

Next structures
Structure | RAD54 inh | esBAF inh
CCOC(=O)c1c(C)c(C(=O)NCc2ccc3c(c2)OCO3)c(C)n1C | 1 | 2
O=S(=O)(NCc1ccccn1)c1ccc2c(c1)OCCO2 | 7 | -7
COc1ccc(OC)c(C2N(c3ccccn3)C(=O)C3CCCN32)c1 (centres undefined) | 1 | 12
CN(C)S(=O)(=O)c1ccc(NC(=O)N2CCN(c3ccccc3Cl)CC2)cc1 | 0 | 1
Cc1cccc(Cn2c(N3CCc4ccccc4C3)nc3c2c(=O)[nH]c(=O)n3C)c1 | -5 | 2
O=C(Cc1cccs1)Nc1cccc(C(=O)Nc2ccco2)c1 | 2 | -4
FC(F)(F)c1cc(-c2cccs2)nc(N2CCOCC2)n1 | -4 | -12
O=C(CSc1oc(-c2ccc(F)cc2)nc1S(=O)(=O)c1ccc(F)cc1)NCC1CCCO1 (centres undefined) | 5 | 8
CS(=O)(=O)Nc1cccc2cccnc12 | 3 | -11
CCOC(=O)c1cnc(-n2cc(C)cn2)nc1Nc1ccccc1OCC | -6 | -2
CN(C)CCCOc1ccc(C(C)(C)c2ccccc2)cc1 | 13 | 4
CCc1cc(C(=O)NNC(=S)NCC2CCCO2)cs1 (centres undefined) | -12 | 8

New compounds follow:
Structure | RAD54 inh | esBAF inh
CCOC(=O)c1ccc(S(=O)(=O)N2CCNCC2)cc1 | 7 | 3
N#C/C(C(=O)Oc1ccccc1)=C1\C=CC=CN1 | 1 | 18
COc1ccc(/C=N\NC(=O)c2sc(N)nc2C)cc1OC | 3 | 7
CC1CCc2nc(N)c(C#N)c(-c3cccn3C)c2C1 (centres undefined) | -10 | 1
COc1cccc2cc(C(=O)NCc3ccc(C)cc3)c(=O)oc12 | -11 | 7
CC1=CC(c2ccc(Cl)cc2)n2nc(NS(=O)(=O)c3ccc(C)cc3)nc2N1 (centres undefined) | -1 | 8
CCCOC(=O)Nc1sc2c(c1C(=O)OCC)CCC2 | -7 | -3
CCCNc1nc(C)c(C(C)=O)cc1C#N | -6 | -4
Cc1ccc(OC(=O)CCc2c(C)nc3ncnn3c2C)cc1 | -2 | 0
c1ccc2c(c1)nc1n2CCS1 | 17 | -9
O=C(O)C1=C(C(=O)Nc2ccc(F)c(Cl)c2)CCCC1 | -5 | 2
CC1CC(N(C(=O)c2ccccc2Cl)c2ccccc2)c2ccccc2N1 (centres undefined) | 6 | -7

The results go on:
Structure | RAD54 inh | esBAF inh
CC(C)C1(C(C)C)OC(=O)c2ccccc21 | 0 | -2
O=S(=O)(c1ccc2c(c1)OCCO2)N1CCC(n2cnc3cc(F)ccc32)CC1 | 2 | 3
CCC(C)(C)NC(=O)C(c1cccnc1)N(CCOC)C(=O)Cn1nnc2ccccc21 (centres undefined) | -5 | -9
COc1ccc(OC)c(NS(=O)(=O)c2ccc(NC(=O)C3COc4ccccc4O3)cc2)c1 (centres undefined) | -5 | 14
O=S(=O)(NC1CCCc2ccccc21)c1cnc[nH]1 (centres undefined) | -9 | 4
C=CCn1c2ccccc2c2nnc(SCc3ccc4nonc4c3)nc21 | -7 | 4
O=C(c1ccc(Cl)cc1)C1CCN(C(=O)N2CCOCC2)CC1 | -1 | -6
C=CCNC(=O)C1CC(=O)N(c2ccc(OCC(=O)Nc3ccc(OC)cc3)cc2)C1 (centres undefined) | 5 | 0
CCCCCOc1ccccc1C(=O)NCCC(=O)O | -12 | 0
O=C(NC1CCCCC1)c1ccc([N+](=O)[O-])o1 | 8 | 18
CCOC(=O)c1sc(Nc2ccccc2)nc1C | -1 | 78*
O=C1CC(NCc2ccc3c(c2)OCO3)C(=O)N1Cc1ccc2c(c1)OCO2 (centres undefined) | -7 | 7

(more compounds)
Structure | RAD54 inh | esBAF inh
Cc1ccc2c(c1)cc1c(=O)n(CC(=O)N3CCCC3)nc(C)n12 | -5 | 2
C=CCON1C(=O)c2ccccc2C1=O | 6 | 5
Cc1cccn2cc(CNC(=O)c3ccco3)nc12 | 1 | -3
Cc1[nH]nc(N2CCCCC2)c1[N+](=O)[O-] | -1 | -8
CC(=O)NC(C1C(=O)CC(C)(C)CC1=O)(C(F)(F)F)C(F)(F)F | -6 | -2
O=C(Nc1cccc2ncccc12)c1cccnc1 | 11 | -16
O=S1(=O)CC(O)C(Nc2ccc(Cl)cc2)C1 (centres undefined) | -9 | 1
O=S(=O)(Nc1ccc(Cl)c(C(F)(F)F)c1)c1cnc[nH]1 | 7 | -2
Cc1cc(Cl)c(OCCCn2cncn2)c(Br)c1 | 1 | 1
O=C1c2ccccc2-c2c1cccc2C(=O)N1CCN(C(=O)c2ccco2)CC1 | 11 | -1
CN1CCN(S(=O)(=O)c2ccc(NC(=S)NC(=O)c3ccccc3)cc2)CC1 | 0 | 10
c1ccc(CN2CCN(CCCNc3ccc4nnc(-c5ccccc5)n4n3)CC2)cc1 | 23 | 3

Additional structures
Structure | RAD54 inh | esBAF inh
CC(C)(C)NS(=O)(=O)c1ccc(NC(=O)c2cc(-c3ccccc3)nc3ccccc23)cc1 | -2 | 2
CN(C)C(=O)CSCc1c(Cl)cccc1Cl | 10 | -4
Cc1ccccc1-c1nnc(SCC(=O)NCc2ccc3c(c2)OCO3)n1C | 0 | -11
Clc1ccc(-c2noc(CN3CCCC3)n2)cc1 | -1 | 44*
N#Cc1cccc(NC(=O)N2CCC(c3nc4c(nnn4Cc4cccc(Cl)c4)c(=O)[nH]3)CC2)c1 | -8 | 1
O=C(c1ccc(Cl)cc1)c1ccc(OCC(O)CN2CCOCC2)cc1 (centres undefined) | -4 | -7
COC(=O)c1cccnc1-n1c(=O)c2cccnc2n(Cc2ccc(Cl)cc2)c1=O | -7 | -1
CCn1c(CSc2nc3ccccc3s2)nnc1SCC(N)=O | 1 | 5
O=C(Cc1cccs1)Nc1ccc(S(=O)(=O)N2CCCCC2)cc1 | -5 | 2
O=C(COC(=O)c1ccc(S(=O)(=O)N2CCCC2)cc1)NCc1ccc(F)cc1 | 2 | 6
CCSCC1COC(c2cccn2Cc2ccc(C)cc2)=N1 (centres undefined) | -4 | 0
CCCCNCc1cc(Cl)c(OCCC)c(OCC)c1 | 3 | -7

Later entries.
Each structure is followed by: RAD54 inh	esBAF inh
- COc1cc(C(O)c2nc(-c3ccc(N(C)C)cc3)cs2)ccc1F (centres undefined)
→ -7	12
- CCOC(=O)CC(=O)Nc1nc2ccccc2s1
→ -1	5
- CCCCC1C(=O)CC[C@H]2[C@@H]1CC(=O)[C@@H]2C/C=C\CCCC(=O)O (some centres undefined)
→ -12	-3
- O=C(CSc1nc2ncc(Br)cc2[nH]1)Nc1ccc2c(c1)OCO2
→ -9	4
- O=C(CCn1cccc1)Nc1ccc(F)cc1
→ 1	11
- CC1(C(=O)NCCc2c[nH]c3ccccc23)C=CC2(CCCCC2)N1C(=O)c1ccccc1 (centres undefined)
→ -4	13
- CC(C)C(NC(=O)c1ccco1)C(=O)NCC(c1ccco1)N1CCCCC1 (centres undefined)
→ 2	-1
- O=C(N1CCOCC1)N1CCN(C(c2ccccc2)c2ccccc2)CC1
→ 3	-6
- CCCCNS(=O)(=O)c1ccc(NC(=O)c2c(-c3ccccc3Cl)noc2C)cc1
→ -4	1
- COc1ccc(C2=Nc3ccccc3OC2)cc1
→ 2	64*
- COC(=O)c1[nH]c2cc(OC)ccc2c1NC(=O)CN1CCN(c2cccc(C)c2)C(C)C1 (centres undefined)
→ 1	-5
- N/C(COc1ccc(F)cc1)=N\NC(=O)c1cccnc1Oc1ccccc1
→ 1	-1
- O=C1CCC(C(=O)Nc2cccc3ccccc23)N1 (centres undefined)
→ -9	-6
- O=C(Nc1ccccc1C(=O)NCc1ccc(Cl)cc1)c1ccco1
→ 0	-7
- CNC(=O)c1ncnnc1N(C)C(=O)NCc1ccccc1
→ -7	2

Next part.
Each structure is followed by: RAD54 inh	esBAF inh
- C=CCn1c(O)c(N=NC(=O)CNC(=O)/C=C/c2ccco2)c2ccccc21
→ 10	-9
- CCCCCCOC(=O)C1=C(C)NC(=O)NC1c1ccc(O)cc1 (centres undefined)
→ 2	-2
- O=C(OCC(=O)N1CCCCC1)c1cc2ccccc2cc1O
→ -2	32
- COc1ccc(S(=O)(=O)n2oc(=O)cc2-c2ccccc2)cc1OC
→ -18	-3
- O=C(NCc1ccco1)c1cc2n(n1)C(C(F)(F)F)CC(c1ccc(F)cc1)N2 (centres undefined)
→ -3	-6
- Cn1c(=O)n(C)c2cc(S(=O)(=O)NCCc3ccccc3)ccc21
→ 7	12
- CCCCCn1nc(C)c(/C=N/NC(=O)c2ccoc2C)c1C
→ 5	62*
- N#CC1(c2ccccc2)CCCN1C(=O)c1ccccc1Br (centres undefined)
→ 3	-7
- S=c1[nH]nc(Cc2cccc3ccccc23)n1-c1ccccc1
→ 1	1
- CC(=O)NO
→ 2	1
- Cc1cc(C)c(C)c(S(=O)(=O)N2CCN(CC(=O)NC(=O)NCc3ccccc3)CC2)c1C
→ -3	3
- CCc1nc(NC(C)C)c2oc3ccccc3c2n1
→ -8	-6
- COc1cc(C(=O)O/N=C2\CCCc3c2ccc(OC)c3[N+](=O)[O-])cc(OC)c1OC
→ -6	3
- C=CCN(C)CC/C=C1\c2ccccc2CSc2ccccc21
→ 4	6
- CC(=O)c1ccc(OCC(O)CN(C)Cc2cccs2)cc1 (centres undefined)
→ -2	8

Further structures.
Each structure is followed by: RAD54 inh	esBAF inh
- Cc1ccc(NC(NC(=O)c2cccs2)C(Cl)(Cl)Cl)cc1C (centres undefined)
→ 4	-1
- CCCC(=O)Nc1ccc(C)c(O)c1
→ -3	3
- CCN(CC)C(=O)CSCc1cnn(-c2ccccc2)c1-n1cccc1
→ -7	-17
- COCCCNC(=O)Cn1cc(C(=O)C2CC2)c2ccccc21
→ 7	-8
- Cc1ccc2c(CN3C(=O)NC(C)(c4ccc5c(c4)OCO5)C3=O)cc(=O)oc2c1 (centres undefined)
→ 3	3
- Cc1ccc(-c2c(C#N)c(N)nc3c2CCCCC3)cc1
→ 7	6
- COc1cccc(NC(=S)N2CCN(C/C=C/c3ccccc3)CC2)c1
→ -3	2
- Cc1ccccc1OCc1nnc(SCc2cc(=O)[nH]c3ccccc23)o1
→ -2	9
- CC12CC(c3ccccc3O1)C(C(=O)NCc1ccccc1)C(=O)N2 (centres undefined)
→ -11	-1
- Nc1ncnc(Nc2ccccc2C(F)(F)F)n1
→ -10	-1
- CCOc1c(N2CCCCC2)c(=O)c1=O
→ -1	-7
- Cc1ccc(NS(=O)(=O)c2cc(C(=O)N3CCN(C)CC3)ccc2C)cc1
→ -1	4
- Nc1nnc(SCC(=O)N2CCN(Cc3ccccc3)CC2)s1
→ 6	-6
- CCCc1cc(=O)oc2c(C)c(OS(C)(=O)=O)ccc12
→ 4	-4
- Cc1cc(Cl)ccc1OCCCC(=O)N1CCN(C(=O)c2ccco2)CC1
→ -9	13
- O=C(Cn1nnc(-c2ccccc2-n2cnnn2)n1)NCc1ccccc1
→ 2	-4
- Cc1ccc2nc(SCC(=O)Nc3cc(C(F)(F)F)ccc3N3CCOCC3)[nH]c2c1
→ -2	-6

Bioassay records as filed in PubChem BioAssay.
